High-throughput results (PubChem BioAssay)
TEAD-YAP inh: TEAD-YAP interaction inhibition. HEK-TIYL cells, TEAD-Gal4/YAP UAS-luciferase luminescence. inhibition, % at 9.12 µM. 640,000 tested, 1.4% active. AID 1259422; in the data active = inhibition above about 32%;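 note: 0% = median of test compound wells and 100% = reference inhibitor wells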
FBW7 activator: human FBW7 E3 ligase activation, primary screen | Q969H0 | AlphaScreen FBW7–phospho-cyclin E peptide binding, activator screen | normalized activity (activation), % at 26.1 µM | 650,000 tested, 0.13% active; in the data active = normalized activity above about 1.9%;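 note: purified mutant Fbw7 with reduced substrate affinity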
GPR151 activ: activates the human receptor GPR151; PathHunter beta-arrestin GPR151 cells, luminescence; activation, % at 11.2 µM; Q8TDV0; 650,000 tested, 1% active; in the data active = activation above about 4.9%;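 note: 0% = median of compound wells and 100% = cells with positive control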
Target sequence (Q8TDV0 whole entry, looked up): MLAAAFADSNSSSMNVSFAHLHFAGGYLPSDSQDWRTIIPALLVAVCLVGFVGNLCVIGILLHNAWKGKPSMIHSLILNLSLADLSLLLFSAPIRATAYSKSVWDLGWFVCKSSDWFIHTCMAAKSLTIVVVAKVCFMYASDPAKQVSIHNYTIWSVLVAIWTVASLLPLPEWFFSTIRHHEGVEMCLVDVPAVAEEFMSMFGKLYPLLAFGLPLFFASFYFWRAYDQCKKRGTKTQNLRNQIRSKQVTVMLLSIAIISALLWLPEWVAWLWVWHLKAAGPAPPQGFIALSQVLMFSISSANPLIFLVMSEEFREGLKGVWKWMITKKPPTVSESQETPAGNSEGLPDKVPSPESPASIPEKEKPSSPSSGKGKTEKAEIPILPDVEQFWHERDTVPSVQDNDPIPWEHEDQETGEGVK
MITF primary: human MITF inhibition, primary screen. AlphaScreen MITF homodimerization, bead proximity signal. inhibition, % at 2.6 µM. O75030. AID 1259374. 650,000 tested, 0.91% active; in the data active = inhibition above about 50%;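 note: 0% = vehicle wells with protein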
Target sequence (O75030 whole entry, looked up): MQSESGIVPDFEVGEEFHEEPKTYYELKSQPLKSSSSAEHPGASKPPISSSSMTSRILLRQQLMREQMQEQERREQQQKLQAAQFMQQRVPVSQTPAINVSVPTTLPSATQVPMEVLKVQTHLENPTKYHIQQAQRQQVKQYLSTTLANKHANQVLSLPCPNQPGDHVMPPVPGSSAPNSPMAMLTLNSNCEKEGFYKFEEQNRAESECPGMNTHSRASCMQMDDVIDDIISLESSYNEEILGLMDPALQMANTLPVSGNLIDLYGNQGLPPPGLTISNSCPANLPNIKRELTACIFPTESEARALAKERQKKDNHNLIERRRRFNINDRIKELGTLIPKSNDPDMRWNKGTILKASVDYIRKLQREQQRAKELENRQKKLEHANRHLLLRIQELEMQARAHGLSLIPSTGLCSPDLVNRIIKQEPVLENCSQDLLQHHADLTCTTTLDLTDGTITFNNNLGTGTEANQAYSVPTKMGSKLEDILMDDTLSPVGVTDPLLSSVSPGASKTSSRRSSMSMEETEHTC
* hit, by the source's call; & = joins results of further samples.

Order of values: TEAD-YAP inh	FBW7 activator	GPR151 activ	MITF primary
- CC(C)C(NC(=O)C1CCOC1)c1nnc2n1CCN(CCCc1ccccc1)CC2 (centres undefined)
    8.9	-0.1	-0.2	2.4
- Cc1noc(C)c1-c1ccc(C(N)=O)s1
    -2.7	0.2	3.4	13.3
- COc1cc(NC(=O)c2cnc(N3CCC(N4CCOCC4)CC3)s2)cc(OC)c1OC
    19.7	-0.2	0.0	3.6
- Cc1ccc(-n2[nH]c(C)c(C=Nc3ccc(O)c(N=Cc4c(C)[nH]n(-c5ccc(C)c(C)c5)c4=O)c3)c2=O)cc1C
    12.3	0.0	-2.0	11.7
- NC(=O)c1ccc(-c2cccc(C(=O)NCCOc3ccccc3)n2)cc1
    -3.1	0.4	-1.4	15.7
- CNC(=S)N(Cc1ccccc1)Cc1ccccc1
    1.2	0.1	-0.6	2.9
- Cc1ccc(C(=O)N/C(=C\c2ccc(-c3ccc(Br)cc3)o2)C(=O)NCc2ccncc2)cc1
    -13.0	-0.1	1.2	-9.3
- O=C(CSCc1ccc(Br)cc1)NCC1CCCO1 (centres undefined)
    -6.7	0.1	0.2	19.5
- Cc1ccc(C(NC(=O)C2CCCCC2)c2ccc3cccnc3c2O)cc1 (centres undefined)
    33.9*	-0.5	1.6	30.5
- O=C(c1cccc(F)c1F)N1CCCCCC1
    9.5	0.5	4.9*	8.3
- O=C(Nc1ccnn1C1CCN(CCCc2ccccc2)CC1)C1CCCC1
    8.1	0.1	0.1	5.9
- Cc1noc(C)c1CN1C(=O)NC2(CCCC2)C1=O
    3.4	-0.1	-1.9	-1.6
- CCOC(=O)c1c(NC(=O)CNCCCN2CCOCC2)sc2c1CCCCC2
    1.0	-0.2	-0.1	45.3
- Cc1cc(C(=O)N2CCOc3ccc(CN4CCN(CCO)CC4)cc3C2)no1
    -7.0	-0.2	0.7	4.4
- CC1=CC(C)(C)Nc2cc3c(cc21)OCO3
    -3.1	-0.2	-0.2	29.1
- Nc1ccc2c(c1)C(=O)N(c1ccc(S(=O)(=O)c3ccc(N4C(=O)c5ccc(N)cc5C4=O)cc3)cc1)C2=O
    6.0	0.1	-1.1	-3.6
- CC(=O)NCCC(=O)Nc1nc(-c2ccc(C)c(C)c2)cs1
    -5.1	0.1	2.5	0.3
- CCOc1ccc(NC(=O)CSC2=Nc3ccccc3C3=NCC(=O)N23)cc1
    11.0	0.0	0.6	12.7
- COc1ccc(CN2CCN(C3C4CC5CC(C4)CC3C5)CC2CCO)c(F)c1 (centres undefined)
    -0.9	0.0	-2.6	7.4
- COc1ccc(CNc2nc(C)c(-c3ccn(CC4CCCN(C)C4)n3)s2)cc1 (centres undefined)
    -13.2	0.1	-0.6	-8.9

Molecules listed so far with fluorine:
Order of values: TEAD-YAP inh	FBW7 activator	GPR151 activ	MITF primary
- O=C(c1cccc(F)c1F)N1CCCCCC1
    9.5	0.5	4.9*	8.3
- COc1ccc(CN2CCN(C3C4CC5CC(C4)CC3C5)CC2CCO)c(F)c1 (centres undefined)
    -0.9	0.0	-2.6	7.4

(listing goes on)
Order of values: TEAD-YAP inh	FBW7 activator	GPR151 activ	MITF primary
- O=C(NCCC1=CCCCC1)c1ccc2c(=O)n(C3CCCCC3)c(=S)[nH]c2c1
    -13.8	-0.2	0.4	1.4
- CN(CCCNC(=O)CCC(=O)N1CCOc2ccccc21)Cc1ccccc1
    -6.2	-0.2	1.7	-1.7
- Cc1ccc2oc(C(=O)NC(C)c3ccccc3)cc2n1 (centres undefined)
    1.3	0.2	0.1	10.6
- CCOc1ccc(-n2c(C)nnc2SCc2nc(-c3cccs3)no2)cc1
    0.0	-0.1	-0.9	-7.4
- O=C(NCCC1=CCCCC1)c1cc(S(=O)(=O)N2CCOCC2)ccc1F
    6.5	-0.1	-0.8	1.3
- CCCc1[nH]n(-c2ccc(F)cc2)c(=O)c1C=NCCCOCC
    -4.2	-0.1	-1.4	0.8
- O=C(CNC(=O)c1ccc2[nH]c3c(c2c1)CCCC3)NCCO
    -3.8	0.6	-0.9	-3.5
- Cc1cc(NC2CCN(Cc3ccccc3)CC2)nc(NC2CCC(O)CC2)n1 (centres undefined)
    8.0	-0.1	1.5	-17.0
- C=CCSc1nnc(C2CCCN(Cc3ccc(OC)cc3O)C2)n1C (centres undefined)
    0.6	-0.1	-0.2	6.8
- COC(=O)c1ccc2nc(NC(=O)c3cccc(N4C(=O)CCC4=O)c3)sc2c1
    3.8	0.1	-0.6	22.3
- O=C(CSc1nnc2ccccn12)N1CCN(c2nnnn2-c2ccccc2)CC1
    23.0	0.3	-2.3	12.7
- O=c1nc(-c2ccccc2)c(-c2ccccc2)n[nH]1
    5.1	-0.1	1.4	-3.2
- COc1ccccc1CN1CCc2nnc(CNC(C)=O)n2CC1
    -5.4	-0.1	0.0	0.8
- CC(=O)Nc1cc2ccccc2oc1=O
    -1.7	0.2&-0.1	-1.1&-0.1	26.0&15.7
- COc1ccc(CNS(=O)(=O)c2ccc(F)c(C(=O)Nc3c(C)cc(C)cc3C)c2)cc1
    -2.0	0.0	0.2	11.4
- Cc1ccccc1Oc1ccc(NC(=O)C(Cc2ccccc2)N2C(=O)c3ccccc3C2=O)cc1 (centres undefined)
    5.1	0.0	-0.1	14.4
- CC1CCC(CCC(C)(O)C#CCN(C)C)CC1 (centres undefined)
    2.6	0.0	-0.7	0.1
- COc1ccc(-n2c(=S)[nH]c3cc(C(=O)NCc4ccccc4)ccc3c2=O)c(OC)c1
    -6.9	-0.1	0.1	-7.8
- CCOc1ccc(-c2nnn(CC(=O)NCc3ccc(OC)cc3)n2)cc1OCC
    1.0	0.5	0.5	22.0
- Cc1cc(=O)[nH]c(N/N=C/c2sccc2C)n1
    -16.9	0.0	-5.4	-3.8

Rewritten field by field: entries from further up.
structure: COc1ccc(-n2c(=S)[nH]c3cc(C(=O)NCc4ccccc4)ccc3c2=O)c(OC)c1
  TEAD-YAP inh = -6.9	FBW7 activator = -0.1	GPR151 activ = 0.1	MITF primary = -7.8
structure: CCOc1ccc(-c2nnn(CC(=O)NCc3ccc(OC)cc3)n2)cc1OCC
  TEAD-YAP inh = 1.0	FBW7 activator = 0.5	GPR151 activ = 0.5	MITF primary = 22.0

Next records
Order of values: TEAD-YAP inh	FBW7 activator	GPR151 activ	MITF primary
- O=C(O)CCC(=O)NCC1COc2ccccc2O1 (centres undefined)
    -3.5	0.2	-0.1	-2.9
- CC1=C(C(=O)OC2CCCC2)C(c2ccccc2F)NC(=O)N1 (centres undefined)
    -5.0	0.0	-1.1	13.8
- CCCOCCOC(=O)C1=C(C)NC2=C(C(=O)CC(C)(C)C2)C1c1cc2c(cc1Br)OCO2 (centres undefined)
    9.0	0.1	0.0	11.6
- Cc1nn(CC(=O)NCc2ccc(F)cc2)c2ccccc12
    4.1	-0.1	0.1	0.3
- O=C1OC(c2ccccc2)=C/C1=C\c1ccc(O)cc1
    -10.2	-0.3	2.0	7.4
- CCCNC(=O)c1cccc(Nc2ccncc2)n1
    5.7	0.2	0.9	3.9
- O=C(/C=C\Nc1cccc([N+](=O)[O-])c1)c1ccc2c(c1)OCO2
    -65.2	-0.1	-0.7	10.0
- O=C(NCCc1ccccc1)c1ccc2c(c1)N(Cc1ccccc1)C(=O)CS2=O (centres undefined)
    -13.0	0.2	-0.1	-14.4
- COc1ccc(OCc2nc3ccccc3n2CCOc2ccccc2)cc1
    -33.8	0.6	-1.1	9.4
- COc1ccccc1CNC(=O)c1cc(-c2ccccn2)nc2ccccc12
    -0.3	-0.1	0.7	6.2
- C(=N\Nc1ccccc1)/c1ccc2c(c1)OCCO2
    -10.6	0.0	5.3*	5.9
- CC1=CC(C)(C)N(C(=O)C(Cc2ccccc2)N2C(=O)c3ccccc3C2=O)c2ccc(C)cc21 (centres undefined)
    -5.2	0.0	0.4	8.0
- CC1(C)CC(=O)c2cc(C(=O)Nn3cnnc3)c(=O)n(-c3ccccc3)c2C1
    0.7	-0.1	-1.8	7.4
- O=C1CCCN1CCn1cnc2c(NCCc3ccc(O)cc3)nc(N3CCN(c4ccccn4)CC3)nc21
    36.1*	-0.1	-0.4	4.6
- Cc1cccc(-n2nc3c(c2NC(=O)c2ccc(S(=O)(=O)N4CCCC4)cc2)CSC3)c1C
    -0.3	0.0	-1.0	5.2
- Cc1ccc(S(=O)(=O)N2CCCC2CNC(=O)C(=O)Nc2c(C)cccc2C)cc1 (centres undefined)
    -0.5	0.2	4.4	6.0
- CC(=O)c1ccc(N2CCN(C(=O)Cc3ccc(Cl)cc3)CC2)cc1
    3.3	-0.1	0.2	-7.5
- COc1ccc([C@H]2CN(Cc3ccccc3)CC2C(=O)Nc2ccc(-c3cn[nH]c3)c(OC)c2)cc1 (some centres undefined)
    0.8	0.2	-2.4	13.1
- COc1cccc(-n2cc(-c3ccccc3)c(-c3ccnc(Nc4ccc(-n5nc(C)nc5C)cc4)c3)n2)c1
    -14.1	-0.1	0.3	2.0
- O=C(/C=C1\SC(=O)NC1=O)Nc1ccccc1O
    7.5	0.2	-1.6	3.4
- CC(=O)Nc1ccc(Nc2ncnc3c2nc(-c2ccc(C(=O)N4CCN(C)CC4)cc2)n3C(C)C)cc1
    -1.6	0.1	0.3	5.0
- CCc1nnc(NS(=O)(=O)c2ccc(Nc3ccc4nonc4c3[N+](=O)[O-])cc2)s1
    -3.6	0.1	1.1	-7.3
- CCOCCOC(=O)c1ccc(NC(=O)COc2c(C)cccc2C)cc1
    2.8	-0.2	0.7	3.8
- C=C1CC[C@H](O)C/C1=C/C=C1\CCC[C@]2(C)C([C@H](C)/C=C/[C@H](C)C(C)C)CC[C@@H]12 (some centres undefined)
    1.0	-0.1	0.1	4.0
- Cc1cccc2[nH]c(CCNC3CCN(c4cccc(NC(=O)C5CC5)c4)CC3)nc12
    10.1	-0.1	0.7	12.1
- O=C(CCC1(Cc2ccco2)CCC(=O)N1)NCc1cn[nH]c1-c1ccccc1 (centres undefined)
    4.8	0.6	0.5	18.1
- O=C(CSc1ccccc1)Nc1nnc(CCC(=O)c2ccccc2)s1
    5.7	0.1	-1.0	6.5
- COc1ccccc1-n1c(SCc2ccccc2C)nc2c(sc(=S)n2-c2ccccc2C)c1=O
    9.9	0.2	-1.3	8.6
- CC1=C(C(=O)Nc2cc(Cl)ccc2C)C(c2ccc(N(C)C)cc2)NC(=S)N1 (centres undefined)
    2.8	0.0	-1.0	20.9
- Cc1cccc(NC(=O)Cn2ncc3c(=O)oc4ccccc4c32)n1
    13.3	0.3	-1.1	-0.5
- CC(=O)Nc1ccc(Nc2nc(N3CCCC3CO)ncc2C)cc1 (centres undefined)
    7.0	-0.1	1.8	-11.2
- COc1ccc(NC(=O)c2ccccc2NC(=O)c2cccc(S(=O)(=O)N3CCCCCC3)c2)cc1
    -9.2	0.7	0.4	16.2
- CCOC(=O)c1c(NC(=O)C(C)Oc2c(F)c(F)cc(F)c2F)sc(C(=O)N(CC)CC)c1C (centres undefined)
    8.8	0.0	1.6	6.8
- Cc1cc(C)c(NS(=O)(=O)c2cc3c4c(c2)CC(=O)N4CCC3)c(C)c1
    2.4	0.1	-0.3	9.5
- CCCCCOC(=O)C1=C(C)NC2=C(C(=O)CC(C)(C)C2)C1c1ccc(OCc2ccccc2)c(OC)c1 (centres undefined)
    3.2	-0.1	1.6	-0.8
- O=C(OCc1ccccc1)c1cccc(C(=O)OCc2ccccc2)n1
    2.4	0.2	-1.1	-4.0
- CCn1cc(C(=O)N(C)C2CCCCC2)c2cc(OC)c(OC)cc2c1=O
    4.5	0.0	0.9	6.2
- CC(C)(O)c1cnnn1-c1nonc1N
    -2.4	-0.1	0.9	6.0
- Cc1cc(Br)c2c(c1)=C(c1sc(N3CCCCCC3)nc1O)C(=O)N=2
    -4.9	-0.2	-0.9	4.0
- CCOC(=O)N1CCC(N2C(=O)CCC2CCNCc2ccccc2F)CC1 (centres undefined)
    -4.8	0.1	-0.2	-6.2
- CCCC(=O)Nc1ccc(NC(=O)C2CC2)nc1
    -18.2	-0.1	0.2	4.2
- CCOc1cc2c(cc1OCC)C(c1ccc(OC(C)C(=O)O)c(OC)c1)NCC2 (centres undefined)
    11.8	0.1	-1.7	8.7
- CSc1ccccc1C(=O)NCc1cccnc1
    3.9	-0.2	-0.2	-5.7
- CC(O)CNc1nc(-c2cccc(Cl)c2)nc2ccccc12 (centres undefined)
    13.2	0.1	0.3	5.0
- COc1cc(NC(=O)CN2CCN(c3ccccc3OC)CC2)cc(OC)c1
    6.5	0.1	-0.5	12.6
- Cc1cc(C)c2c(N)c(C(=O)Nc3ccccn3)sc2n1
    95.5*	0.2	-5.0	-1.7
- CCOC(=O)C1=C(C)NC(=S)NC1c1ccc(OC)c(O)c1 (centres undefined)
    -6.7	-0.1	0.3	-4.0
- Fc1cccc(CSc2nc3ncccc3[nH]2)c1
    -43.8	-0.1	-1.4	-9.8

An unsorted share of the library. Share with any hit: about 3.4%.
